# SENP1 inh = SENP1 (human) catalytic domain inhibition. Q9P0U3. recombinant SENP1 catalytic domain, CyPet-SUMO1-YPet FRET cleavage. inhibition, % at 10 µM. 360,000 tested, 0.21% active. AID 624204;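 active = inhibition at least 30% at 10 µM, raw YFP signal under a set limit, fluorescence ratio 0.5 to 1.5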;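 also: 0% = enzyme with DMSO and 100% = no enzyme wells; some results filed as inactive read as strong as hits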
# Target sequence (Q9P0U3 419-644 limits assumed): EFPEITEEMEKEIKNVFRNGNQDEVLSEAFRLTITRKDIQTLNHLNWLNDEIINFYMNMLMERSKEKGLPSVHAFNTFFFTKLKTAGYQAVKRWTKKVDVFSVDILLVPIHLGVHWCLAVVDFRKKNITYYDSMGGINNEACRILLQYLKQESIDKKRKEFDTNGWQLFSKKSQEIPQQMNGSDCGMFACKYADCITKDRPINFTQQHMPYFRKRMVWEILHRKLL
#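 Assay system – human recombinant His6-tagged SENP1 catalytic domain enzyme · Input – SENP1 enzyme, 20 pM final · Buffer or medium – Tris pH 8 buffer plus EDTA, NaCl, BME, BSA, NP40, catalase · Schedule – 50 min reaction at room temperature · Technique – FRET read of cyan and yellow fluorescence · Control set – no-enzyme wells low, DMSO-plus-enzyme wells high control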
# SENP8 inh = SENP8 (human) protease inhibition; recombinant SENP8, Nedd8 substrate fluorescence; Q96LD8; 360,000 tested, 0.64% active; inhibition, % at 20 µM; AID 602440; in the data active = inhibition mostly above about 40%, no sharp cut-off; inactive = mostly below about 27%
# Target sequence (Q96LD8 whole entry, looked up): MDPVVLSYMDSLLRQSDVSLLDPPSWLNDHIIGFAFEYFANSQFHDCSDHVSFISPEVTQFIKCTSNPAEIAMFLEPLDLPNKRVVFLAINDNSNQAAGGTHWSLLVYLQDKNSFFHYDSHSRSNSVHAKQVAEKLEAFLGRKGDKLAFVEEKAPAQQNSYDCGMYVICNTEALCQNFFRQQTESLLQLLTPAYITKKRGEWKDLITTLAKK
# MPTP inh = inhibitors of mitochondrial permeability transition pore. 360,000 tested, 1.4% active. AID 602449. inhibition, % at 10 µM. isolated mouse mitochondria, Ca2+ swelling absorbance, 30 min;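 active = inhibition of 50% or more, scaled per plate between neutral and stimulator controls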;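 also: 0% = DMSO wells given calcium and 100% = 1 mM EGTA wells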
# Numbers without * were called inactive; i = inactive. Only part of the results is shown; the hit share may differ from the screen's.
molecule,SENP1 inh,MPTP inh,SENP8 inh
FC(F)(F)c1ccccc1Cc1c(-c2cccc(Br)c2)nc2ccc(Br)cn12,26,3.3,-5
Cc1ccccc1Nc1nc(N)[nH]c(=O)c1N=O,-51,-2.8,-5
S=c1nc(-c2ccccn2)c(-c2ccccn2)n[nH]1,2,-2.2,-9
CCNC(=O)C1(C)CCCN1C(=O)c1ccc(N(C)C)cc1 (stereo not given),-1,0.4,11
O=C(NC1CCCC1)C(c1ccccc1)n1c(-c2cccc3ccccc23)nc2ccccc21 (stereo not given),0,1.6,-71
CC1(C(=O)NS(=O)(=O)c2ccc(F)cc2F)CCN1C(=O)Cc1ccc(-c2ccccc2)cc1 (stereo not given),2,0.0,12
CCc1nc2ccc(C(=O)NC3CCN(Cc4ccccc4)CC3)cn2c1N(CC)CCOC,-2,2.2,7
O=C(NCc1ccccc1)C(C1CC1)n1c(=O)c(-c2ccco2)nc2ccccc21 (stereo not given),-45,1.6,-403
Cn1ccc2c(/C=C/c3ccc(F)cc3)cc3c(c21)C1CCC3O1 (stereo not given),-119,2.4,-354
COCCNC(=O)C1(C)CCCN(Cc2ccc(Oc3ccccc3)cc2)C1 (stereo not given),1,-0.5,13
Nc1nc2ccccc2n1S(=O)(=O)c1ccc([N+](=O)[O-])cc1,3,-1.6,24
CCCCn1nnnc1C1(C)CCC(=O)N1CCCN1CCOCC1 (stereo not given),0,-1.2,14
CC(C)(C)NC(=O)C(c1ccc(C#N)cc1)n1c(=O)c(-c2ccccc2)nc2ccccc21 (stereo not given),3,-0.1,-435
C[C@@H](c1ccccc1)N1C[C@H](COCc2ccccc2)Oc2cc(N3CCC[C@H]3CO)ccc2S1(=O)=O,-24,2.2,-93
Cc1ccccc1S(=O)(=O)NC(=O)C1(C)CCN1C(=O)c1ccccc1CCc1ccccc1 (stereo not given),2,1.4,3
Cc1ccc(CN2C(=O)CN(S(C)(=O)=O)CC2(C)C(=O)NC(C)C)cc1 (stereo not given),-5,-0.5,10
COc1ccc(N2C(c3cc(OC)cc(OC)c3)=Cc3ccccc3C2CC(C)=O)cc1 (stereo not given),2,3.6,-54
COc1ccc(C(=O)NCCNc2nc3cc(C)cc(C)c3cc2C#N)cc1,-160,0.2,-410
Cc1ccc(-c2csc(C(C)(O)c3ccc(F)c(F)c3)n2)cc1C (stereo not given),0,2.7,1
CN(C)CCNC(=O)c1cccc(-c2cnc3c(NC=O)cc(-c4cc(F)c(F)c(F)c4)cn23)c1,-8,-1.3,-289

# Some of the entries so far, with two lines to a compound.
# Every second line gives: SENP1 inh | MPTP inh | SENP8 inh
- CCNC(=O)C1(C)CCCN1C(=O)c1ccc(N(C)C)cc1 (stereo not given)
  -1 | 0.4 | 11
- O=C(NC1CCCC1)C(c1ccccc1)n1c(-c2cccc3ccccc23)nc2ccccc21 (stereo not given)
  0 | 1.6 | -71
- CC1(C(=O)NS(=O)(=O)c2ccc(F)cc2F)CCN1C(=O)Cc1ccc(-c2ccccc2)cc1 (stereo not given)
  2 | 0.0 | 12
- CCc1nc2ccc(C(=O)NC3CCN(Cc4ccccc4)CC3)cn2c1N(CC)CCOC
  -2 | 2.2 | 7
- O=C(NCc1ccccc1)C(C1CC1)n1c(=O)c(-c2ccco2)nc2ccccc21 (stereo not given)
  -45 | 1.6 | -403
- Cn1ccc2c(/C=C/c3ccc(F)cc3)cc3c(c21)C1CCC3O1 (stereo not given)
  -119 | 2.4 | -354

# The listing continues.
molecule,SENP1 inh,MPTP inh,SENP8 inh
Oc1ccc(C[C@H]2CN([C@@H](Cc3ccccc3)CN3CCCC3CN3C(=S)NC[C@@H]3Cc3ccccc3)C(=S)N2CC2CCCCC2)cc1 (stereo not given in full),1,2.5,-1
CCCCNC(=O)C1(C)CCC(=O)N1CC(F)(F)F (stereo not given),2,0.9,14
CCCNC(=O)C1(C)CCCN(C(=O)Cc2ccc(OC)cc2)C1 (stereo not given),3,-0.1,0
COc1ccc(Cl)cc1-c1cc(C(=O)NCc2ccco2)[nH]n1,1,-1.4,14
COc1ccc(Cc2nnc(SC)n2-c2ccc(F)cc2)cc1OC,-2,-1.1,18
Brc1cccc(-c2nc3c4ccccc4ccn3c2CC2CCCCC2)c1,-3,2.4,-284
CCc1nc2ccc(C(=O)N3CCN(C(=O)c4ccco4)CC3)cn2c1N(C)C(=O)c1cccc(OC)c1,-1,-1.5,2
O=C(NCc1ccco1)c1cccc(-c2cncc3nccn23)c1,-4,-1.2,i
CCNC(=O)C1CCCN(C(=O)c2ccc(C(=O)OC)cc2)CC1 (stereo not given),0,-0.4,16
COCCNC(=O)C1(C)CCCN(C(=O)c2ccccc2)C1 (stereo not given),3,1.1,8
CCCCn1nnnc1C1(C)CCC(=O)N1Cc1cccs1 (stereo not given),0,-2.5,14
COCCNC(=O)C1(C)CCCN(C(=O)c2ccco2)C1 (stereo not given),1,0.9,12
COCOc1cccc(CN2CCC2(C)C(=O)Nc2ccc3c(c2)OCO3)c1 (stereo not given),-2,0.8,4
CC1(C(=O)NS(=O)(=O)c2ccc(F)cc2F)CCN1C(=O)CCc1ccc(Cl)cc1Cl (stereo not given),2,0.6,6
COc1ccc(-c2csc(C(O)c3ccccc3)n2)cn1 (stereo not given),-2,0.0,20
O=C(Nc1ccccc1F)c1ccc2sc([C@@H]3O[C@H](CO)[C@H](O)[C@H](O)[C@H]3O)nc2c1,2,-1.3,21
CC(C)C(C(=O)NCc1ccccc1)N1CCN(C(=O)C2CCCO2)CC1 (stereo not given),3,3.3,11
Oc1ccc(C[C@@H](CN2CCC[C@@H]2CN2C(=S)NC[C@@H]2Cc2ccccc2)N2C[C@H](Cc3ccccc3)N(CCc3ccccc3)C2=S)cc1,2,-1.0,16
CCCS(=O)(=O)NC(=O)C1(C)CCCN(C(=O)c2ccc3snnc3c2)C1 (stereo not given),-3,-1.0,16
O=C(Nc1ccc2c(c1)OCO2)c1csc([C@@H]2C[C@H](O)[C@@H](CO)O2)n1,-1,-2.8,21

# Going on with the list.
molecule,SENP1 inh,MPTP inh,SENP8 inh
COc1ccc(C(C)(O)c2nc(-c3csc4ccccc34)cs2)cc1 (stereo not given),0,1.9,31
CCN1CCCSC1=S,0,0.3,16
COc1cccc(C(=O)NCCN2CCC(n3c(=O)[nH]c4ccccc43)CC2)c1,1,1.3,24
CCCc1nc2ccc(Cl)cn2c1Cc1cccc(Cl)c1,-10,-1.7,-40
CN(C)C1CN(Cc2cn(Cc3ccc(Cl)cc3)nn2)S(=O)(=O)C1 (stereo not given),1,-0.2,14
O=C(NC1CCCCC1)C(c1ccccc1F)n1c(=O)c(-c2cc3ccccc3[nH]2)nc2ccccc21 (stereo not given),-17,2.6,-386
CC(=O)Nc1cccc(-c2ccnc3c2CC(C(=O)NCCc2ccccc2)O3)c1 (stereo not given),1,-0.4,0
O=C(NCC(F)(F)F)c1cc2c(c(-c3cccc(-c4ccccc4F)c3)n1)[C@H](CCO)N(C(=O)CC1CC1)C2,1,-2.9,16
CC(NC(=O)c1c(N)[nH]c(C(=O)c2ccccc2)c1-c1ccccc1Br)c1cccc2ccccc12 (stereo not given),8,0.8,-5
CC1(c2nnnn2-c2ccc3c(c2)OCCO3)CCC(=O)N1CC1CCCCC1 (stereo not given),0,0.2,1
CCOC(=O)C1=NOC2(C1)C(=O)Nc1ccc(OC(F)(F)F)cc12 (stereo not given),1,0.0,16
COc1cccc(-c2cc3nc(Nc4ccc(OC)c(OC)c4)n(C)c(=O)c3s2)c1,1,0.3,0
O=C(NCCc1c[nH]c2ccccc12)c1[nH]c(C(F)(F)F)nc1-c1ccccc1,0,0.6,4
OC(c1ccc(Cl)c(F)c1)c1ncc(-c2ccccc2C(F)(F)F)[nH]1 (stereo not given),-1,7.7,6
CC(O)(c1ccc(F)c(F)c1)c1nc(-c2cc3ccccc3o2)cs1 (stereo not given),1,32,7
CSc1ccc(Cn2c(C)c(C(=O)NCc3ccc(C(C)C)cc3)sc2=O)cc1,1,0.7,5
CCCS(=O)(=O)NC(=O)C1(C)CCCN(C(=O)c2ccc3ccccc3n2)C1 (stereo not given),1,1.2,16
CC(=O)Nc1ccc(NC(=O)c2csc([C@@H]3O[C@H](CO)[C@H](O)[C@H](O)[C@H]3O)n2)cc1,1,-0.4,20
c1ccc2c(C(c3nnnn3-c3ccc4c(c3)OCCO4)N3CCOCC3)ccnc2c1 (stereo not given),-1,-1.9,9
CC(=O)Nc1cccc(Oc2nc(NC(C)C)nc3cc(-c4ccccc4)sc23)c1,2,0.0,-210

# (more compounds)
molecule,SENP1 inh,MPTP inh,SENP8 inh
CC(=O)OC[C@]12CC[C@H]3[C@@](C)(CC[C@H]4C(C)(C)CCC[C@]34C)[C@@H]1CC(C1=CC(=O)OC1O)O2 (stereo not given in full),1,-3.1,18
O=C(/C=C/[C@H]1O[C@@H](n2ccc(=O)[nH]c2=O)[C@H](O)[C@@H]1O)NCCN1CCCC1,1,-2.0,15
CCOC(=O)[C@]12CCCC=C1N(CCC1=CCCCC1)C(=O)[C@H](CC(=O)N1CCOCC1)C2,2,-1.0,24
C[C@H](O)[C@@H]1CN2CCc3c([nH]c4ccccc34)[C@@H]2C[C@@H]1N(C)C(=O)Nc1cccc2ccccc12,-55,1.6,-365
CC(C)c1ccc(NC(=O)C2Cc3c(-c4cccc(C(N)=O)c4)ccnc3O2)cc1 (stereo not given),0,0.4,6
Cc1cccc(C)c1N1C(=O)c2ccccc2NC(=O)C1C(=O)NCC(C)C (stereo not given),4,1.8,-3
Cc1cc2nc(-c3ccc(Cl)cc3)c(CC3CCCCC3)n2c(C)c1Br,0,2.4,-1
CC(C)COC(=O)N1CCCC(c2cc(C(=O)Nc3ccccc3Cl)no2)C1 (stereo not given),0,-0.2,12
CCCNC(=O)C1(C)CCN(C(=O)c2sccc2C)C1 (stereo not given),2,-1.1,8
CCCNC(=O)c1cc(C2CCCN(C(=O)c3ccc(NC(C)=O)cc3)C2)on1 (stereo not given),0,0.2,11
Cc1c(C(=O)NCc2ccc(Cl)c(Cl)c2)sc(=O)n1Cc1ccc(S(=O)(=O)N(C)C)cc1,0,-0.9,9
CCCCC[C@@H]1CCCCC[C@@H](O)C[C@@H](O)[C@H](O)/C=C/C(=O)O1,2,0.6,12
CC(C)CC(N)c1csc(NC(=O)Nc2ccccc2-c2ccccc2)n1 (stereo not given),1,2.4,5
CCOC(=O)C1(C)CCCN(C(=O)c2cccc(C(F)(F)F)c2)C1 (stereo not given),2,-0.3,5
N#Cc1c(N)[nH]c(C(=O)c2ccccc2)c1-c1ccccc1Br,-3,-2.0,0
Cc1cc(Br)cn2c(Cc3ccccc3)c(-c3ccccc3)nc12,-3,1.7,1
CCNC(=O)C1(C)CCN(C(=O)c2ccc3c(c2)OCO3)C1 (stereo not given),1,0.2,8
Cc1ccc2c(CN3CCN(c4ccccc4)CC3)cc(=O)oc2c1,1,-0.5,16
CC(=O)NCCNC(=O)C1Cc2c(-c3ccccc3Oc3ccccc3)ccnc2O1 (stereo not given),1,-0.2,11
CCCCC[C@H](C)N1C[C@H](COCc2ccccc2)Oc2cc(N3CC[C@@H](O)C3)ccc2S1(=O)=O,0,2.9,5

# Record cards, from the list above. Order of values: SENP1 inh | MPTP inh | SENP8 inh
# `CCCCC[C@H](C)N1C[C@H](COCc2ccccc2)Oc2cc(N3CC[C@@H](O)C3)ccc2S1(=O)=O` as listed: 0 | 2.9 | 5
# `CCOC(=O)[C@]12CCCC=C1N(CCC1=CCCCC1)C(=O)[C@H](CC(=O)N1CCOCC1)C2` as listed: 2 | -1.0 | 24
# `CC(C)COC(=O)N1CCCC(c2cc(C(=O)Nc3ccccc3Cl)no2)C1` (stereo not given) as listed: 0 | -0.2 | 12

# (cont.)
molecule,SENP1 inh,MPTP inh,SENP8 inh
COc1ccc(C(NC(=O)C2CCN(CCOc3ccc(F)cc3)CC2)c2cccs2)cc1 (stereo not given),3,0.0,15
CCOC(=O)C1(C)CCN1C(=O)c1ccccc1C (stereo not given),2,0.3,-2
CC1=C(C(=O)N2CCCCCC2)CC(CC(=O)NC2CC2)C(=O)N1Cc1ccccc1 (stereo not given),1,0.4,3
COc1ccc(CC(N)c2csc(NC(=O)Nc3ccccc3C(C)(C)C)n2)cc1 (stereo not given),3,2.9,21
C[C@@H]1COc2cccc(N3CCN(Cc4ccccc4F)CC3)c2S(=O)(=O)N1,1,0.8,-1
O=C(Nc1cc(Br)ccc1F)c1nc[nH]c1C(=O)NCc1ccccc1,2,2.0,15
CCc1ccc(C=C2SC(=S)N(CCCC(=O)Nc3ccc(C(=O)O)cc3)C2=O)cc1,2,0.6,13
COCCNc1nc(Oc2cccc(NC(C)=O)c2)c2sccc2n1,0,-0.9,-154
CC(=O)NC(c1cccc(F)c1)c1nc(-c2cccc(F)c2)cs1 (stereo not given),0,0.9,-28
COc1ccc(-c2cc(NC=O)c3ncc(-c4ccc(OC)c(OC)c4)n3c2)cc1OC,-7,0.8,-434
OC[C@@H]1CN(Cc2ccc(Cl)cc2)C[C@H](n2cnc3c(NCc4ccco4)ncnc32)O1,-5,-0.9,-22
NC(=O)c1cccc(-c2cnc3c(Nc4cccc(OC(F)(F)C(F)F)c4)nccn23)c1,-9,1.0,-124
OC(c1ccc(F)cc1)c1nc(-c2cnc3ccccc3c2)cs1 (stereo not given),0,-0.5,-59

# Bioassay records as filed in PubChem BioAssay.
